Kir21 block – inhibitors of mouse Kir2.1 inward-rectifier potassium channel. Inward rectifier potassium channel 2 (Mus musculus), P35561. HEK293-Kir2.1, FluxOR thallium flux fluorescence; stronger effect = lower value. B-score at 10 µM. actives 0.85% (n = 310,000). AID 1672, 2009;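 active = fluorescence ratio B-score at or below minus 3 SD of library scores, with starting-brightness B-score within 2 SD, cut at about -4.2 in these data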;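 also: channel flux triggered by added potassium and thallium sulfate stimulus; B-score of peak minus minimum fluorescence over baseline after thallium stimulus; more negative B-score means stronger Kir2.1 block with less thallium influx; some compounds called inactive have numbers as strong as hits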
KCNQ2 block – KCNQ2 potassium channel inhibitors, primary screen, cell-based, CHO-K1, FluxOR thallium flux, B-score (AID 2156); 20 min; stronger effect = lower value; B-score at 10 µM; actives 1.1% (n = 310,000);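 active = fluorescence ratio B-score at most minus 3 library SDs, with starting brightness B-score within 2 library SDs, cut at about -5.5 in these data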
Target sequence (O88943 whole entry, looked up): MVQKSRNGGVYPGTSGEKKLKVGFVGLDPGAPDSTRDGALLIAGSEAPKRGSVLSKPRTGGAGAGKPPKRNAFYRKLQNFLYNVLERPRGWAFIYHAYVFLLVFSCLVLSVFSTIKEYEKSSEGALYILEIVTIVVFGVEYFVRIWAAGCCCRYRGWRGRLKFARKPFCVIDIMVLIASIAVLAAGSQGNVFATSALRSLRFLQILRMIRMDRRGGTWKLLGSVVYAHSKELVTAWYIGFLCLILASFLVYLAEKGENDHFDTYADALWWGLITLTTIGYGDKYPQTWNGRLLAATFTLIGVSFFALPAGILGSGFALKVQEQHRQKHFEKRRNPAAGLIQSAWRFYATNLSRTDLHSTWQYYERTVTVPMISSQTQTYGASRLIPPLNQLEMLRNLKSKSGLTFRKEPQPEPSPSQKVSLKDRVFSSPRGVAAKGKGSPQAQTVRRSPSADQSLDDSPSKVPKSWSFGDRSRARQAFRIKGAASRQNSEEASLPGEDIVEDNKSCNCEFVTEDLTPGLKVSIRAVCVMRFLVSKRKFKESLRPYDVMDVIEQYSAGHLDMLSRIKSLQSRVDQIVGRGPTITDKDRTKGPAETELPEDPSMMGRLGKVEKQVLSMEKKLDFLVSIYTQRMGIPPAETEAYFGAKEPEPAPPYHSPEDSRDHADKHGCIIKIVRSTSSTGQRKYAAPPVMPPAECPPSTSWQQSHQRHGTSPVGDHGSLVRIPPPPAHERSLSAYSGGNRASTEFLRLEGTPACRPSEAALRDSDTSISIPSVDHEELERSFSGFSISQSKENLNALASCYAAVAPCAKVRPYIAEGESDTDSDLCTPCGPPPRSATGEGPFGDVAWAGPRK
* marks the source's active call; other numbers are inactive results; i = inactive.

mol	Kir21 block	KCNQ2 block
O=C(CN1CCN(c2ccccc2F)CC1)Nc1cccnc1Cl	0.1	i
CCCOC(=O)c1c(N)n(Cc2cccs2)c2nc3ccccc3nc12	1	i
O=c1c2ccccc2nc(-c2ccccc2Cl)n1-c1ccc(O)cc1	0	i
CC(C)N(CC(O)c1cccc([N+](=O)[O-])c1)C(C)C (stereo not drawn)	-0.49	i
COc1cc(OC)c2c(c1)O[C@@H](c1ccc(OC)c(OC)c1)[C@H](O)C2	-0.82	i
COc1ccc(CN2CCCC(C(=O)c3ccccc3SC)C2)cc1O (stereo not drawn)	0	i
NCC(O)c1ccc(O)cc1 (stereo not drawn)	0.45	i
COc1ccc2c3c([nH]c2c1)C(C)=NCC3	-0.74	i
Cc1cccc(C(=O)Nc2ccc3c(c2)CC2(C(=O)N(C)C(=O)N(C)C2=O)C2CCCN32)c1 (stereo not drawn)	0.46	i
Cn1c(=O)cc(OCC(=O)N2CCC3(CC2)OCCO3)c2ccccc21	1.3	i
CC(=O)Nc1cccc([As](=O)(c2cccc(NC(C)=O)c2)c2cccc(NC(C)=O)c2)c1	1.7	i
CCOP(=O)(Oc1ccccc1)c1c([N+](=O)[O-])cc(C(F)(F)F)cc1[N+](=O)[O-] (stereo not drawn)	0.01	i
COc1cccc(C2CCN(CC(=O)Nc3cc(Cl)ccc3OC)CC2O)c1 (stereo not drawn)	1.2	i
O=C(Nc1ccc(F)cc1)N1CC2CC(C1)c1cccc(=O)n1C2 (stereo not drawn)	-0.56	i
CN(C)c1cccc2c(C#N)ccc(N(C)C)c12	1.5	i
Cc1ccsc1C(=O)C1CCCN(Cc2cnn(C)c2)C1 (stereo not drawn)	0.35	i
O=C1NC(=S)N(c2ccc(F)cc2)C(=O)/C1=C/c1ccccc1O	3	i
Cc1cc(C)c(S(=O)(=O)NCC2CCC(C(=O)N3CCC4(CC3)OCCO4)CC2)c(C)c1 (stereo not drawn)	1.3	i
Clc1ccc(OCC#CCN2CCOCC2)cc1	-1	i
CCNc1nc(Cl)nc(NC(C)C)n1	1.8	i
N/C(=N/[N+](=O)[O-])N1CCN(C(=O)Oc2ccc([N+](=O)[O-])cc2)CC1	1.8	i
COC(=O)C1=C(c2cc3ccccc3s2)C[C@@H]2CC[C@H]1N2C(=O)NC(C)C	-2	i
CCN(CC)c1ccc(/C=C2\C(=O)NC(=S)N(C)C2=O)o1	-2.4	i
CCNc1cc(N2CCN(C)CC2)ccc1[N+](=O)[O-]	-0.92	i
COc1ccc(-c2nc3ccccc3c(=O)n2-c2nccs2)cc1	-3	i

More records:
mol	Kir21 block	KCNQ2 block
COc1ccc(CCC(C)NCCc2ccccc2)cc1 (stereo not drawn)	-3.8	i
C[N+](C)(C)CC#CCN1CCCC1=O	-0.26	i
COc1ccccc1-n1c(O)c(/C=C2\C=Nc3ccccc32)c(=O)[nH]c1=O	-0.23	i
NC(=O)Cn1cc(C(=O)c2ccccc2F)c2ccccc21	2.3	i
S=C1CN=C(c2ccccc2)c2cc(Cl)ccc2N1	0.4	i
Cc1cccc(N2C(=O)NC(=O)/C(=C\c3cnn(-c4ccccc4)c3)C2=O)c1	0.42	i
COC(=O)C(O)(c1ccc(NC(=O)Oc2ccccc2)cc1)C(F)(F)F (stereo not drawn)	0.74	i
Cc1[nH]c2ccccc2c1CCCNC1CCCCC1	0.13	i
Cc1cc2ccccc2c(=O)n1CC(=O)NCC(=O)N1CCC2(CC1)OCCO2	-0.06	i
CP(=O)(O)CCCN	0.58	i
COc1ccc(CN2CCCC(C(=O)c3sccc3C)C2)cc1O (stereo not drawn)	-6.2*	i
Cc1cccc(C(=O)NC(Oc2ccccc2)C(Cl)(Cl)Cl)c1 (stereo not drawn)	0.69	-5.7*
O=P(Oc1ccccc1)(Oc1ccccc1)C(Nc1ccccc1)c1ccccc1 (stereo not drawn)	0.32	i
COCCCn1c(N)c(C(=O)OC(C)COC)c2nc3ccccc3nc21 (stereo not drawn)	-0.54	i
CCC(=NCC1CCCO1)c1c(O)n(-c2ccccc2)c(=O)[nH]c1=O (stereo not drawn)	0.42	i
CCCCn1c(NS(=O)(=O)c2ccccc2)c(C(=O)OCC)c2nc3ccccc3nc21	-1.1	i
CC(C)N1C(=O)CC2(CC[N+](C)(CCOC(=O)C(O)(c3ccccc3)c3ccccc3)CC2)C1=O (stereo not drawn)	2.7	i
Cc1cc(OCC(=O)N2CCC(C(N)=O)CC2)c2c3c(c(=O)oc2c1)CCCC3	0.03	i
O=C(/C=C/c1ccccc1)c1c(O)n(CCc2ccccc2)c(=O)[nH]c1=O	-1.3	i
CCOC(=O)CSc1ccc(C(=O)N2CCC3(CC2)OCCO3)cc1[N+](=O)[O-]	1	i
O=C(Nc1ccc(F)c([N+](=O)[O-])c1)N1C[C@H]2C[C@@H](C1)c1cccc(=O)n1C2	1.6	i
N#CC1=C(N)Oc2c(c(=O)oc3ccccc23)C1c1ccc(OC(=O)N2CCOCC2)cc1 (stereo not drawn)	0.07	i
CCCCn1c(O)c(C(C)=Nc2ccc(C(=O)O)cc2)c(=O)[nH]c1=O	0.89	i
O=C(OCC(=O)c1ccc([N+](=O)[O-])cc1)/C(=C/c1ccc(Cl)cc1)NC(=O)c1ccccc1	0.13	i
COc1ccc(C(CC(=O)N2CCC3(CC2)OCCO3)NS(=O)(=O)c2ccc(OC)cc2)cc1 (stereo not drawn)	0.8	i

Additional structures follow.
mol	Kir21 block	KCNQ2 block
Cc1ccc2c(c1)C1CN(C)CCC1N2C(=O)c1ccco1 (stereo not drawn)	-4.4	i
Cn1c(O)c(C(c2ccncc2)c2c(O)n(C)c(=S)n(C)c2=O)c(=O)n(C)c1=S	1.2	i
CCC(C)n1c(O)c(/C=N/N2CCOCC2)c(=O)[nH]c1=S (stereo not drawn)	-1.9	i
CCOc1cc2[nH]c(=S)n(CCCC(=O)N3CCC4(CC3)OCCO4)c(=O)c2cc1OCC	0.09	i
CCCNC(=O)c1c(N)n(CC2CCCO2)c2nc3ccccc3nc12 (stereo not drawn)	1.6	i
CCN1CCN(Cc2ccc(C)cc2)CC1	1.9	i
Cc1ccc(Cn2nc(C)c(C=O)c2Cl)cc1	-0.84	i
CC(C)(C#CCCCCC#CC(C)(C)[N+](C)(C)C)[N+](C)(C)C	-0.11	i
CCn1cc(CN2CCCC(C(=O)c3cccc(OC)c3)C2)c(C)n1 (stereo not drawn)	0.03	i
Cc1ccc(-n2c(O)c(/C=N/NC(=O)c3ccncc3)c(=O)[nH]c2=O)cc1C	0.45	i
O=[N+]([O-])c1ccc(N2CCCC2)c2ncccc12	-0.57	i
N#CC1=C(N)Oc2c(c(=O)sc3ccccc23)C1c1ccncc1 (stereo not drawn)	-0.23	i
O=C(C(Cc1ccccc1)NS(=O)(=O)c1ccc(F)cc1)N1CCC2(CC1)OCCO2 (stereo not drawn)	-1.5	i
O=C(O)CCn1cc(C=C2C(=O)NC(=O)NC2=O)c(-c2ccc(Br)cc2)n1	0.62	i
Cc1ccc[n+](CC(O)Cn2c3ccccc3c3ccccc32)c1 (stereo not drawn)	-1.1	i
C=Cn1ccnc1P(=S)(c1ccc(Cl)cc1)c1nccn1C=C	0.62	i
OC(CN1CCOCC1)c1csc2ccccc12 (stereo not drawn)	-1	i
COC(=O)C1=C(c2cc3ccccc3s2)C[C@@H]2CC[C@H]1N2C(=O)N1CCCCC1	0.65	i
COc1cccc(C(=O)C2CCCN(C3CCOCC3)C2)c1 (stereo not drawn)	0.76	i
OC1(c2ccc(F)cc2)CC2CCC(C1)N2Cc1nnnn1C1CCCC1 (stereo not drawn)	-0.09	i
COC(=O)C1=C(c2cc3ccccc3o2)C[C@@H]2CC[C@H]1N2C(=O)N1CCC(C)CC1	-0.05	i
O=C(Nc1ccccc1)c1c(O)[nH]c(=S)[nH]c1=O	0.7	i
COc1cc(CNCCc2ccc3c(c2)OCO3)cc(OC)c1OC	-1.8	i
O=C1/C(=C/c2ccc([N+](=O)[O-])cc2)N2CCC1CC2	1.7	i
CC(Cc1ccccc1)NC(=O)/C=C/c1ccc(Cl)cc1 (stereo not drawn)	0.88	i

Quoted at random: 7 compounds from above, in no set order.
mol	Kir21 block	KCNQ2 block
Cc1ccc2c(c1)C1CN(C)CCC1N2C(=O)c1ccco1 (stereo not drawn)	-4.4	i
N#CC1=C(N)Oc2c(c(=O)sc3ccccc23)C1c1ccncc1 (stereo not drawn)	-0.23	i
COc1cccc(C(=O)C2CCCN(C3CCOCC3)C2)c1 (stereo not drawn)	0.76	i
Cn1c(O)c(C(c2ccncc2)c2c(O)n(C)c(=S)n(C)c2=O)c(=O)n(C)c1=S	1.2	i
COc1cc(CNCCc2ccc3c(c2)OCO3)cc(OC)c1OC	-1.8	i
OC(CN1CCOCC1)c1csc2ccccc12 (stereo not drawn)	-1	i
CCOc1cc2[nH]c(=S)n(CCCC(=O)N3CCC4(CC3)OCCO4)c(=O)c2cc1OCC	0.09	i

An excerpt from above in order of length of the SMILES, largest number first.
mol	Kir21 block	KCNQ2 block
CCn1cc(CN2CCCC(C(=O)c3cccc(OC)c3)C2)c(C)n1 (stereo not drawn)	0.03	i
CCC(C)n1c(O)c(/C=N/N2CCOCC2)c(=O)[nH]c1=S (stereo not drawn)	-1.9	i
OC(CN1CCOCC1)c1csc2ccccc12 (stereo not drawn)	-1	i

(next part)
mol	Kir21 block	KCNQ2 block
COP(=O)(OC)C(Nc1ccccc1)c1ccccc1 (stereo not drawn)	1	i
COC(=O)c1cccc(N=Cc2c(O)n(Cc3ccc(F)cc3)c(=O)[nH]c2=O)c1	0.99	i
Cc1cc(OCC(=O)NCc2ccncc2)c2c3c(c(=O)oc2c1)CCCC3	-0.95	i
c1ccc(C(OCCN2CCN(c3ncccn3)CC2)c2ccccc2)cc1	-2.1	i
CC1CCN(CC(=O)c2ccccc2Cl)CC1	0.57	i
COCCNC(=O)c1c(N)n(CCC(C)C)c2nc3ccccc3nc12	1.6	i
CCCC12CN3CC(CCC)(CN(C1)C3c1ccccn1)C2=O (stereo not drawn)	1.4	i
COc1ccc(OC)c(N2C(=O)CC(=O)NC2=O)c1	-1	i
COc1ccc(CN2CCNCC2)cc1	-0.77	i
O=c1[nH]c(O)c(C=Nc2ccccc2Oc2ccccc2)c(=O)[nH]1	-0.76	i
O=c1c2ccccc2nc(CSc2ncnc3nc[nH]c23)n1-c1ccc(Cl)c(Cl)c1	-0.76	i
CC(C)COc1ccc(C2(C#N)CC[N+](C)(C)CC2)cc1	0.48	i
Cc1cc(C)nc(-n2c(C)nc3cc(Cl)ccc3c2=O)c1	-0.56	i
CC1(C)CC(=O)c2cc(OCC(=O)N3CCN(Cc4ccccc4)CC3)ccc2O1	0.62	i
C[C@@H]1CC2(CCCC[N+]2(C)C)C[C@H]1C	-0.4	i
Cc1noc(C)c1CC(=O)N1CCCC(N2CCN(c3ccccc3F)CC2)C1 (stereo not drawn)	-0.14	i
CN1CCC(OC(=O)c2cccc(F)c2)CC1	-0.9	i
CCOc1ccc(CN(CCCl)CCCl)cc1C(=O)OC	1.3	i
O=C(NC1(C(F)(F)F)Oc2ccccc2O1)N1CCC2(CC1)OCCO2	2.5	i
CC(C)(C)NC(=O)C1CC2CCCCC2CN1 (stereo not drawn)	0.63	i
CN1CCN(c2ccc(S(C)(=O)=O)cc2[N+](=O)[O-])CC1	0.73	i
CCOc1ccc(N2C(=O)NC(=O)/C(=C\c3ccc(N4CCOCC4)cc3C)C2=O)cc1	0.83	i
COC(=O)c1ccc(CN2CCSC2=N)cc1	0	i
Cc1ccccc1OCCN=Cc1c(O)n(C)c(=O)n(C)c1=O	1.7	i
CN1C(=O)C(=CN2CCN(C(=O)c3ccco3)CC2)C(=O)N(C)C1=S	1.3	i

The list continues.
mol	Kir21 block	KCNQ2 block
CCC(C(=O)N1CCC2(CC1)OCCO2)c1ccccc1 (stereo not drawn)	-0.49	i
O=C1NC(=O)N(CCc2ccc(F)cc2)C(=O)/C1=C/c1ccco1	-0.15	i
COc1ccc2c(c1)C13CCCC[C@@H]1C(C2)N(C)CC3 (stereo partly drawn)	-0.84	i
Cc1ccc(O)c(CN2CCN(c3ccccc3)CC2)c1	-0.33	i
C=CCn1c(O)c(/C=C2/C=c3ccccc3=N2)c(=O)[nH]c1=S	-1.5	i
COc1ccc(C2=CC(c3ccc(OC)c(OC)c3)c3c(c4ccccc4oc3=O)O2)cc1OC (stereo not drawn)	1.2	i
O=C1NC(=O)N(c2ccccc2)C(=O)/C1=C\c1ccc2c3c(cccc13)CC2	-0.56	i
CCn1c(=O)n(CC)c2cc([N+](=O)[O-])c(N3CCNCC3)cc21	2	i
CC(C(=O)c1c[nH]c2ccccc12)N1CCSCC1 (stereo not drawn)	0.49	i
COc1cc(OC)c(OC)cc1CNCCc1ccc2c(c1)OCO2	-1.1	i
CC1CCC(N(C)C2CCN(C)CC2)CC1 (stereo not drawn)	0.3	i
COc1ccc(OC)c(-n2c(O)c(/C=C3\C(C)=Nc4ccccc43)c(=O)[nH]c2=O)c1	-0.76	i
O=c1[nH]c(=O)n(-c2ccccc2)c(O)c1C=NC12CN3CN(CN(C3)C1)C2	-0.38	i
C=CCN1C(=O)C2(C(C(=O)OCC)=C(N)Oc3ccccc32)C2=C1CCCC2=O (stereo not drawn)	0.14	i
C=CCn1c(O)c(C=NC2CCN(Cc3ccccc3)CC2)c(=O)[nH]c1=O	-0.25	i
CN(C)c1ccc2c(c1)N=C(c1ccco1)OP2(=S)N1CCOCC1 (stereo not drawn)	-0.66	i

Some of the compounds tested; rates above refer to the full screens.
